HEK293 tox – HEK 293 cell cytotoxicity; HEK 293 viability, ATP luminescence (CellTiter-Glo), 48-72 h; Potency, µM (series often up to 115 µM), without a hit: top-dose activity change, negative = cytotoxicity, hits mostly inhibitors; 6.6% of 94,000 active; note: potency is the fitted concentration of half-maximal effect; nearly all actives have a fitted effect of over 60% in size
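ATP-coupled CellTiter-Glo luminescence served as viability read-out, recorded 10 min after reagent addition at room temperature. HEK 293 cells, 250 cells/well, had been incubated with pintool-transferred compound for 48 or 72 hr at 37 degree Celsius.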
SNCA expr inh – reduces expression of the alpha-synuclein gene; HEK-293 SNCA-luciferase knock-in, luminescence, 24 h; Potency, µM (highest dose often 57.2 µM), for inactives: top-dose activity change, negative = inhibition, actives largely listed as inhibitors; 0.17% of 140,000 active;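 note: potency is the fitted concentration of half-maximal effect; plate controls were DMSO cells for no effect and cell-free wells for full effect; nearly all actives have a fitted effect of over 45% in size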
NIH3T3 tox – kills NIH 3T3 cells. Potency, µM (doses to about 96.7 µM), without a hit: at the highest dose activity change, negative = cytotoxicity, actives largely listed as inhibitors. NIH 3T3 viability, CellTiter-Glo ATP luminescence, 48-72 h. 4.3% of 94,000 active; note: potency is the fitted concentration of half-maximal effect; nearly all actives have a fitted effect of over 55% in size
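NIH 3T3 cells at 400 cells/well received 23 nL of compound by pintool and were incubated 48 or 72 h at 37 °C. Viability was read as ATP-coupled CellTiter-Glo luminescence.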
IP6K1 inhibitor – IP6K1 kinase inhibition | Q92551 | IP6K1 kinase, ADP-Glo luminescence, 2 h; active compounds read low | activity change, % (series mostly up to about 58 µM) | 0.81% of 140,000 active | AID 1645851; in the data active = activity change below about -25%
Target sequence (Q92551 whole entry, looked up): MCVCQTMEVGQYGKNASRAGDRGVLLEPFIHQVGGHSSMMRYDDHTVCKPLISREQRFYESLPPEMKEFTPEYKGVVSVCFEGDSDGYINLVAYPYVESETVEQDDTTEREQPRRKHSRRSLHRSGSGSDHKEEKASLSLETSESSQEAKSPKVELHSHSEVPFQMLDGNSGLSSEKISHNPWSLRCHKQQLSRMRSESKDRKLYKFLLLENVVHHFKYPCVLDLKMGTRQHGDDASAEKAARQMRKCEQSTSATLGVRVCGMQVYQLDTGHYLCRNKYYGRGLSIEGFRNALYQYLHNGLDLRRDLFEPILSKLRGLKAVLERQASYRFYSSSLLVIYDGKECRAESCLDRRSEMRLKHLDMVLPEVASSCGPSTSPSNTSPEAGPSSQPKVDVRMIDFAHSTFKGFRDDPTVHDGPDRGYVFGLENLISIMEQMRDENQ
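ADP-Glo luminescence measures ADP made by human IP6K1 during a 2 h RT reaction with ATP/IP6 (mix at 1.3 mM/130 uM); top library doses 57.5 and 19.1 uM final.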
GPT2 inhibitor – inhibitors of human GPT2 alanine aminotransferase; AID 1671188; Recombinant GPT2, coupled pyruvate oxidase/HRP Amplex Red fluorescence; 0.25% of 100,000 active; Potency, µM (titrated, usually from 57.7 µM), without a hit: at the top dose activity change, negative = inhibition, most hits filed as inhibitors; note: potency is the fitted concentration of half-maximal effect; nearly all actives have a fitted effect of over 60% in size; many of its hits are not listed in these tables
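Fluorescence of coupled pyruvate oxidase/HRP/Amplex Red system (50uM Amplex, 30 min, dark) reports pyruvate formed by GPT2. Enzyme reaction: 10ng/uL GPT2, 2mM L-alanine, 250uM a-KG, 30 min room temperature, pH 7.5; 50uM AOA control.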
Luciferase inh – inhibitors of firefly (Photinus pyralis) luciferase; P08659; purified P. pyralis luciferase, luminescence, biochemical; Potency, µM (series often up to 115 µM), inactives show at the highest dose activity change, negative = inhibition, actives largely listed as inhibitors; 2.5% of 76,000 active; AID 1347043; note: potency is the fitted concentration of half-maximal effect; nearly all actives have a fitted effect of over 65% in size
Target sequence (P08659 whole entry, looked up): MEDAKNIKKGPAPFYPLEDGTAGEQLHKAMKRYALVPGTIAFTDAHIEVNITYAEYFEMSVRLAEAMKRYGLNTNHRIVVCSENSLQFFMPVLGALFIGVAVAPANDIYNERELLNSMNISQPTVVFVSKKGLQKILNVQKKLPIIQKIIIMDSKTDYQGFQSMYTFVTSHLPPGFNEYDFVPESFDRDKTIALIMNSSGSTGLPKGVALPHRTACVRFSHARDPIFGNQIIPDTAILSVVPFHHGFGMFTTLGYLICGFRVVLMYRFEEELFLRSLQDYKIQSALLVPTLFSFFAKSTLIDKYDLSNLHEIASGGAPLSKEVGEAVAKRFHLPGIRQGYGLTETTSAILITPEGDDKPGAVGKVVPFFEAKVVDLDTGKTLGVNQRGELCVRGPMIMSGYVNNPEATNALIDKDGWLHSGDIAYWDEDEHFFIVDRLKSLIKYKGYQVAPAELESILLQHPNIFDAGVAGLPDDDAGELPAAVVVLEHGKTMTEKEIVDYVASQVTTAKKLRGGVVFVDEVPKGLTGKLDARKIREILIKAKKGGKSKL
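Inhibitors were tested against purified firefly luciferase in a biochemical, low-substrate format (both substrates at 10uM) and luminescence measured with a CCD imager.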
HEK293 viab – cell viability loss counter-screen; HEK-293-SNCA-luc viability, GF-AFC fluorescence, 24 h; Potency, µM (doses to about 57.1 µM), inactives show at the top dose activity change, negative = cytotoxicity, most hits filed as cytotoxic; 0.12% of 150,000 active; AID 1671193;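 note: potency is the fitted concentration of half-maximal effect; 0% = DMSO-treated cells and -100% = medium-only wells without cells; nearly all actives have a fitted effect of over 30% in size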
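Cytotoxicity counterscreen: after 24 h compound treatment of genome-edited SNCA-luciferase HEK-293 cells, live-cell protease substrate GF-AFC read by fluorescence after 30 min; activity scaled between DMSO (0%) and medium-only (-100%), curves Hill-fitted.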
Active calls of the source: *; i = inactive; ? = inconclusive; . = not tested or not shown; [ ] = remark or other dose. Unless noted, calls come from the whole dose curve; as a rule, active = well fitted curve in the direction sought with a large enough effect; inconclusive = small, poorly fitted or top-dose-only effect, or another doubt; inactive = no such curve, though single readings can be large; an effect the other way counts as inactive or inconclusive. Unless noted, % is set by controls: 0 for no effect and ±100 for the full control effect. An unsorted share of the library; 7.8% or so of the library scored in one or more.

no.	SMILES	HEK293 tox	SNCA expr inh	NIH3T3 tox	IP6K1 inhibitor	GPT2 inhibitor	Luciferase inh	HEK293 viab
1	COc1cccc(C(=O)N2CCN(C(=O)c3cccc(-c4ccccn4)c3)CC2)c1	?	?	-20%	-12	-2%	.	?
2	COc1ccc(CNC(=O)CC2CCOCC2)c(OC)c1	-2%	14%	5%	19	i	-2%	-6%[12.5 µM]
3	CCC1CN(C(=O)N2CCC(C(=O)NCc3ccco3)CC2)c2cc(C)ccc2O1 (centres undefined)	.	6%	.	15	.	.	-6%
4	COc1ccc(CN2CCC3(C2)C(=NC2CCCC2)NC(=O)N3c2cccc(OC)c2)cc1 (centres undefined)	?	?	-21%	-4	i	.	-11%
5	Cc1nn(-c2ccccn2)c(C)c1[C@@H]1C=C[C@@H](NC(=O)CCC(=O)O)C1	-23%[172 µM]	-3%[87.6 µM]	-9%[174 µM]	10	i	-4%[172 µM]	3%[87.6 µM]
6	CCN1c2cc(C(=O)NCc3cccc(OC)c3)ccc2C(=O)N2CCCCCC21 (centres undefined)	?	-27%	?	-7	2%	-3%	13%[12.5 µM]
7	CCOC(=O)c1c(C)[nH]c(CCC(=O)NCCCN2CCN(c3cccc(Cl)c3)CC2)c1C	.	-6%	.	12	.	.	-2%
8	Cc1nc2sccn2c(=O)c1S(=O)(=O)Nc1ccc(N2CCN(C)CC2)cc1	.	25%	.	29	.	.	-11%
9	COc1ccc(-c2ccc3c(n2)c(=O)ncn3Cc2ccccc2)cc1OC	-17%[172 µM]	0%[87.6 µM]	?	-1	?	-17%[172 µM]	3%[87.6 µM]
10	COc1ccc(Cl)cc1NC(=O)NCc1noc2ccccc12	.	-15%	.	-12	.	.	3%
11	COc1ccc(-c2noc(N(c3nc(-c4ccc(OC)c(OC)c4)no3)c3ccccc3OC)n2)cc1OC	.	3%	.	2	.	.	4%
12	CC(C)(C)OC(=O)N1CCC(c2c(C(=O)NCc3cccs3)cnn2-c2ccc(F)cc2F)CC1	.	?	.	-24	.	.	-28%

Complete entries as entered above. Order of values: HEK293 tox | SNCA expr inh | NIH3T3 tox | IP6K1 inhibitor | GPT2 inhibitor | Luciferase inh | HEK293 viab
COc1cccc(C(=O)N2CCN(C(=O)c3cccc(-c4ccccn4)c3)CC2)c1 is listed with ? | ? | -20% | -12 | -2% | . | ?
Cc1nc2sccn2c(=O)c1S(=O)(=O)Nc1ccc(N2CCN(C)CC2)cc1 is listed with . | 25% | . | 29 | . | . | -11%
COc1ccc(-c2noc(N(c3nc(-c4ccc(OC)c(OC)c4)no3)c3ccccc3OC)n2)cc1OC is listed with . | 3% | . | 2 | . | . | 4%
Cc1nn(-c2ccccn2)c(C)c1[C@@H]1C=C[C@@H](NC(=O)CCC(=O)O)C1 is listed with -23%[172 µM] | -3%[87.6 µM] | -9%[174 µM] | 10 | i | -4%[172 µM] | 3%[87.6 µM]
CC(C)(C)OC(=O)N1CCC(c2c(C(=O)NCc3cccs3)cnn2-c2ccc(F)cc2F)CC1 is listed with . | ? | . | -24 | . | . | -28%

Further records.
no.	SMILES	HEK293 tox	SNCA expr inh	NIH3T3 tox	IP6K1 inhibitor	GPT2 inhibitor	Luciferase inh	HEK293 viab
13	COc1ccc(OC)c(NC(=O)Cn2c(=O)n(Cc3ccco3)c(=O)c3cc(OC)c(OC)cc32)c1	.	-3%	.	12	.	.	0%
14	Cc1ccccc1CN1C(=O)c2ccccc2Sc2ccc(C(=O)O)cc21	.	0%	.	32	.	.	2%
15	N#Cc1ccccc1Cn1c(=O)n(-c2cccc(C(F)(F)F)c2)c(=O)c2sccc21	.	-2%	.	1	.	.	-9%
16	O=C(Nc1ccc([C@H]2OCC(=O)N(C3CCOCC3)[C@@H]2CO)cc1)C1CCOCC1	-8%[172 µM]	-1%[87.6 µM]	-14%[138 µM]	-9	i	-12%[172 µM]	3%[87.6 µM]
17	CCCn1cc(C(=O)N2C[C@@H](N(C)C)[C@H](c3ccc(C)cc3)C2)c(C)n1	-25%	-25%	-23%	20	?	7%	0%
18	COc1cccc([S+](=O)([O-])NC2CCN(c3ccc4nnc(C)n4n3)CC2)c1	?	.	?	-5	.	.	.
19	O=C(NC1CC1)c1cc(C2CC2)nc2onc(C3CCCNC3)c12 (centres undefined)	2%	17%	-6%	-2	i	.	-1%
20	CC(O)c1cc2n(n1)CCN(C(=O)c1nc3ccccc3n(C)c1=O)C2 (centres undefined)	i	-9%	2%	19	2%	-6%	1%
21	Cc1onc(-c2cnn(C)c2NCc2ccc(C#N)cc2)c1C(=O)NC1CCOCC1	2%[172 µM]	9%[87.6 µM]	?	14	?	-2%[172 µM]	4%[87.6 µM]
22	CC1(c2cccnc2)N(CC2CC2)C(=O)OC12CCN(C(=O)c1ccccc1)CC2 (centres undefined)	-2%[172 µM]	3%[87.6 µM]	?	-7	4%[88.5 µM]	-5%[172 µM]	8%[87.6 µM]
23	CCCNC(=O)C1COC2(CCC(C)CC2)N1C(=O)CC (centres undefined)	-8%	9%	-15%	7	1%	-9%	6%
24	CCc1cc(C(=O)N2CCC3(CC2)OCCCC3O)n(C)n1 (centres undefined)	-4%	2%	-4%	5	i	-4%	2%
25	Cc1cccc(-c2noc([C@@H]3Cc4nc[nH]c4CN3C(=O)c3ccc(-c4ccccc4)cc3)n2)c1	35µM*	?	20µM*	0	-12%	-14%	-19%
26	CC1CCN(C(=O)C2COC3(CCC(C)CC3)N2C(=O)c2ccc(F)cc2)CC1 (centres undefined)	-22%	-2%	?	14	-2%	-13%	4%
27	O=C(C1CCN(c2ncnc3c2nc2n3CCCCC2)CC1)N1CCN(c2ccccc2)CC1	.	-16%	.	-3	.	.	-14%
28	COCCc1noc(C2Cc3ccccc3N2C(=O)NCc2ccco2)n1 (centres undefined)	8%	1%	i	5	i	13%	6%
29	CC(C)(C)C(=O)N1CCC[C@@H]1C(=O)N1CCC(N2CCOC2=O)CC1	5%[172 µM]	1%[87.6 µM]	-2%[138 µM]	-9	i	.	4%[87.6 µM]
30	C[C@H]1CN(C[C@H](Cc2ccccc2)C(=O)NCC(=O)O)CC[C@@]1(C)c1cccc(O)c1	.	.	.	-2	-2%	.	-17%
31	COc1cccc(OC)c1C(=O)Nc1nc2c(s1)CCc1ccccc1-2	.	16%	.	-16	.	.	-11%
32	COC[C@@H]1CN(C(=O)CN2CCOCC2)C[C@H]1c1ccncc1	i	-5%	i	-5	i	-6%	9%
33	Cc1cc(C(=O)N2CCN(c3cc(Cl)ccc3C)CC2)c2c(C)nn(-c3ccccc3)c2n1	.	4%	.	6	.	.	18%
34	CNCc1cccn1C	i	0%[87.6 µM]	i	-13	-3%[88.5 µM]	.	-7%[87.6 µM]
35	Cc1oc2ncnc(N3CCCCC3)c2c1C(=O)N1CCN(c2ccc(Cl)cc2)CC1	.	7%	.	25	.	.	5%
36	Cc1ccc(OCCC2CCN(C(=O)C(C)C)C2)cc1 (centres undefined)	?	37%[activator]	?	8	i	?	7%
37	COc1cccc(Nc2cnc3ccc(-c4ccccc4OC)nn23)c1	79µM*	8%[87.6 µM]	?	-14	?	7%[172 µM]	2%[87.6 µM]
38	O=C(c1ccccc1)N1CCCC2(CN[S+](=O)([O-])c3cnccc3N2)C1 (centres undefined)	-5%	.	-11%	10	.	.	.
39	COCCO[C@H]1C(=O)N(C2CCN(S(=O)(=O)C(C)C)CC2)[C@H]1c1ccncc1	i	-1%	2%	10	i	-7%	2%
40	O=C(NCc1ccccc1F)C1(c2ccc(Cl)cc2)CCOCC1	-17%[172 µM]	.	-20%[138 µM]	-2	.	.	.
41	Cn1ncc2c(C(=O)N3CCOCC3)cc(-c3ccc(Cl)cc3)nc21	i	-12%	-14%	-8	0%	.	-5%
42	COCCN(C)C[C@@H]1CN(C(=O)c2ccc(-c3ccc(C)o3)cc2)C[C@@H]1CO	2%	?	3%	8	i	0%	7%
43	COc1ccc(-c2cc(N3CCCC(NC(=O)c4ccc(OC)c(OC)c4)C3)n[nH]2)cc1 (centres undefined)	?	29%	?	0	?	3.2µM*	-10%
44	CCCSC1=NC2(CCN(C(=O)NC3CCCCC3)CC2)N=C1c1ccc(C)cc1	.	-12%	.	-1	.	.	-4%
45	NC(=O)[C@@H]1C[C@H](Oc2cccnc2)CN1C(=O)c1cccs1	-16%	-17%	-7%	10	i	-12%	3%
46	O=C1NCCCCCCN(C(=O)c2ccco2)[C@H]2C[C@H](c3nc(Cc4ccccc4)no3)C[C@@H]12	?	2%	?	6	0%	-3%	7%
47	CS(=O)(=O)N1CC[C@H]2C(=O)NCCCCCCN(Cc3ccncc3)[C@@H]2C1	i	19%	-3%	-2	2%	8%	-1%
48	COCCNC(=O)[C@H]1C[C@H](Oc2cccnc2)CN1S(=O)(=O)c1ccc(F)cc1	-2%	-1%	1%	26	i	0%	-1%
49	Cc1cc(C(=O)N2CCC3(CC2)CC(CC(=O)NCc2ccccc2)CCO3)n[nH]1 (centres undefined)	13%	4%	i	12	i	0%	-11%
50	CCc1nc2ccc(C(=O)N3CCN(c4ccccc4F)CC3)cc2nc1CC	.	-9%	.	-12	.	.	?
51	CCC(CC)C(=O)N[C@H]1CO[C@H]2[C@@H]1OC[C@H]2O	i	60%[activator][87.6 µM]	i	20	1%[88.5 µM]	0%[230 µM]	-2%[87.6 µM]
52	CCOc1ccccc1C(=O)N1CCc2cc(OC)c(OC)cc2C1COc1ccc2c(C)cc(=O)oc2c1 (centres undefined)	.	20%	.	-14	.	.	-4%
53	O=C1CC2CCCC(C1)N2C(=O)C1CC1	i	-20%[87.6 µM]	-14%[174 µM]	9	2%[88.5 µM]	-4%[230 µM]	1%[87.6 µM]
54	O=C(NCCc1ccccc1)c1nc(-c2ccc(Cl)cc2)n2c1CCCCC2	.	?	.	-11	.	.	?
55	CCCCOc1ccccc1C(=O)N(Cc1ccc(C)o1)C1CCS(=O)(=O)C1 (centres undefined)	.	4%	.	-19	.	.	-14%
56	O=C([C@@H]1C[C@H](Oc2ccccc2)CN1C(=O)c1ccn[nH]1)N1CCOCC1	-2%	2%	1%	20	4%	5%	0%
57	NC(=O)c1ccccc1OC[C@@H]1CCCN2CCCC[C@H]12	-2%	-6%	4%	5	i	0%	5%
58	COC(=O)c1c(NC(=O)c2nc(SC)ncc2Cl)sc2c1CCCC2	.	45%[activator]	.	-6	.	.	8%
59	O=C(C1CCN(CC2CC2)CC1)N1CCC(c2nc3ncccc3[nH]2)CC1	i	1%	-3%	-7	i	.	8%
